GSTO1 counter = blocks human GSTO1 in RBBP9 counter-screen | hit rate 1.1% among 300,000 | recombinant GSTO1, activity-based probe fluorescence polarization | inhibition, % at 5.96 µM | P78417;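 active = inhibition above the campaign mean inhibition plus 3 SD, cut at about 35% in these data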;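 note: 0% = GSTO1-1 with DMSO and 100% = wells lacking GSTO1-1 enzyme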
LYPLA1 inh = counter-screen for PME1 inhibitors: inhibitors of human LYPLA1; recombinant LYPLA1, FP-Rh probe fluorescence polarization; hit rate 0.16% among 320,000; AID 2174; inhibition, % at 5.9 µM;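 active = inhibition above the mean of all tested compounds plus 3 SD, set per campaign, cut at about 14% in these data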;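 note: inhibitors block serine hydrolase probe labeling of LYPLA1 so polarization falls; 0% = enzyme with DMSO and 100% = wells lacking LYPLA1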
EBNA-1 inh = blocks EBNA-1 binding to DNA. hit rate 0.34% among 300,000. EBNA-1 DNA binding, fluorescence polarization. inhibition, % at 14.8 µM; in the data active = inhibition above about 28%
PAFAH1B3 inh = inhibitors of human PAFAH1B3; Q15102; recombinant PAFAH1B3, FP-rhodamine probe, fluorescence polarization; inhibition, % at 3.39 µM; hit rate 0.28% among 340,000;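 active = inhibition above the screen-wide average of all tested compounds plus 3 SD, cut at about 25% in these data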;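 note: 0% = enzyme with DMSO only and 100% = wells lacking PAFAH1B3 protein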
ZTA counter = ZTA (EBV) inhibition in EBNA-1 counter-screen; inhibition, % at 11 µM; AID 2234; hit rate 0.15% among 320,000; ZTA-DNA binding, fluorescence polarization; in the data active = inhibition above about 33%
PAD4 FP inh = blocks human protein arginine deiminase 4; recombinant PAD4, RCA probe fluorescence polarization; inhibition, % at 6.36 µM; Q9UM07; hit rate 0.41% among 330,000; AID 485272;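 active = percent inhibition above a cutoff equal to the mean of all tested compounds plus 3 SD, cut at about 15% in these data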;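 note: 0% = PAD4 with RCA probe and DMSO and 100% = probe without PAD4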
PAFAH2 FP inh = inhibitors of human PAFAH2; Q99487; recombinant PAFAH2, FP-rhodamine activity probe, fluorescence polarization; inhibition, % at 3.39 µM; hit rate 0.99% among 340,000; AID 492956;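 active = inhibition above the mean over all tested compounds plus 3 SD, cut at about 30% in these data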;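 note: inhibitors block probe labeling of enzyme so polarization drops; 0% = enzyme with DMSO and 100% = wells lacking PAFAH2 protein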
LYPLA2 inh = LYPLA2 (human) inhibition in PME1 counter-screen; O95372; recombinant LYPLA2, FP-Rh probe fluorescence polarization; inhibition, % at 5.9 µM; hit rate 0.38% among 320,000;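 active = inhibition above the screen-wide mean plus 3 SD, limit set per campaign, cut at about 26% in these data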;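 note: 0% = LYPLA2 with DMSO and 100% = wells lacking LYPLA2 enzyme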
Target sequence (O95372 whole entry, looked up): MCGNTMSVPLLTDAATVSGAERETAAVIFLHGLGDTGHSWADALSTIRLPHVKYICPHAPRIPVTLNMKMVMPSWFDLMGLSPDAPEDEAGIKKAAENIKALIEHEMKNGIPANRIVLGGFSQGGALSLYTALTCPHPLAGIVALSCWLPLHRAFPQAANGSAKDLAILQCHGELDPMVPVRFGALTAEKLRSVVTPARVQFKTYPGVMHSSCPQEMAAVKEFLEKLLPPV
PREPL inh = human PREPL enzyme inhibition. AID 2751. recombinant PREPL, fluorescence polarization activity-based probe. Q4J6C6. inhibition, % at 5.96 µM. hit rate 0.68% among 320,000; in the data active = inhibition above about 43%;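 note: 0% = enzyme with DMSO and 100% = wells lacking enzyme; many of its hits are not listed in these tables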
Target sequence (Q4J6C6 whole entry, looked up): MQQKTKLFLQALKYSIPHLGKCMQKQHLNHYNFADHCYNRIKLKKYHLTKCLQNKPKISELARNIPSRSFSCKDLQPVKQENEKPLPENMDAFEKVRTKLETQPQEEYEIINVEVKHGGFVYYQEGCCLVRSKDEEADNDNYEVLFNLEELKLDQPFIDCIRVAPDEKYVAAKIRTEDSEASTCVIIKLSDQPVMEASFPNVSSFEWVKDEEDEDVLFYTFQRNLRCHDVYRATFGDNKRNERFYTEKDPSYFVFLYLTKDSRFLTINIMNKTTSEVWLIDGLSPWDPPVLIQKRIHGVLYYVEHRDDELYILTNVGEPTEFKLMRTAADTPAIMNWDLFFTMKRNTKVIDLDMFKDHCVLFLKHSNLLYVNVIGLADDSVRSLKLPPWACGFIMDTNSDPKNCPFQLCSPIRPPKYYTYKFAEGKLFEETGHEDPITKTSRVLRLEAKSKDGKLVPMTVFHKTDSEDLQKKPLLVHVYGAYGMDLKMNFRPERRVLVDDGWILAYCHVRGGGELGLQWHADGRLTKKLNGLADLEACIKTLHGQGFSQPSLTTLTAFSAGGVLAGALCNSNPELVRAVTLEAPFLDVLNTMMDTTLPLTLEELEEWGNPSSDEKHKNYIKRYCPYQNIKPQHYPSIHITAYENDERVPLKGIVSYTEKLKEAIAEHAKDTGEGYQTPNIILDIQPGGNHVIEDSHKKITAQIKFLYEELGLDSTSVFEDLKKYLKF
Starred values were filed as active, the others as inactive; & = joins results of further samples.

What do the screens show for `COc1ccccc1OC(C)c1nnc(SCC(=O)Nc2c(C)n(C)n(-c3ccccc3)c2=O)n1-c1ccccc1` (stereo not drawn)?
GSTO1 counter: -1; LYPLA1 inh: -1; EBNA-1 inh: 7; PAFAH1B3 inh: 3; ZTA counter: -17; PAD4 FP inh: -1; PAFAH2 FP inh: 6; LYPLA2 inh: 0; PREPL inh: 10

How did Cc1ccc(/C=N/Nc2cc(C)nc(N3CCOCC3)n2)cc1 do in these assays?
GSTO1 counter: -6; LYPLA1 inh: 0; EBNA-1 inh: 3; PAFAH1B3 inh: 4; ZTA counter: -4; PAD4 FP inh: 1; PAFAH2 FP inh: -1; LYPLA2 inh: -5; PREPL inh: 13

How did S=C(N/N=C/c1ccccc1)N1CCOCC1 do in these assays?
GSTO1 counter: 20; LYPLA1 inh: 5; EBNA-1 inh: -10; PAFAH1B3 inh: 4; ZTA counter: -10; PAD4 FP inh: 1; PAFAH2 FP inh: 1; LYPLA2 inh: 11; PREPL inh: 7

How did CCN(CC(=O)Nc1cc(Cl)ccc1C)C(=O)CSCc1ccc(C)cc1 do in these assays?
GSTO1 counter: 1; LYPLA1 inh: 1; EBNA-1 inh: 0; PAFAH1B3 inh: 8; ZTA counter: -13; PAD4 FP inh: 4; PAFAH2 FP inh: 1; LYPLA2 inh: 3; PREPL inh: 27

Results for O=C(NC(=S)Nc1ccccc1N1CCCC1)c1ccccc1Br ?
GSTO1 counter: 27; LYPLA1 inh: -4; EBNA-1 inh: -11; PAFAH1B3 inh: 1; ZTA counter: -9; PAD4 FP inh: -6; PAFAH2 FP inh: 1; LYPLA2 inh: -7; PREPL inh: 1

Results for CCC(C)C(=O)Nc1ccc(OC)cc1[N+](=O)[O-] (stereo not drawn) ?
GSTO1 counter: 0; LYPLA1 inh: 1; EBNA-1 inh: -4; PAFAH1B3 inh: 5; ZTA counter: 3; PAD4 FP inh: -4; PAFAH2 FP inh: -3; LYPLA2 inh: -2; PREPL inh: 6

How did O=C(COc1cccnc1[N+](=O)[O-])Nc1cccc(Br)c1 do in these assays?
PAFAH1B3 inh: 5; PAD4 FP inh: -2; PAFAH2 FP inh: 5; PREPL inh: -7

How did NS(=O)(=O)c1ccc(CCNC(=O)CCCNC(=O)c2ccc(Cl)cc2)cc1 do in these assays?
GSTO1 counter: 1; LYPLA1 inh: 2; EBNA-1 inh: 5; PAFAH1B3 inh: 4; ZTA counter: 1; PAD4 FP inh: -2; PAFAH2 FP inh: -11; LYPLA2 inh: -5; PREPL inh: -1

What do the screens show for `CCN(C(=O)N1CCOCC1)c1ccccc1`?
GSTO1 counter: 9; LYPLA1 inh: 2; EBNA-1 inh: -3; PAFAH1B3 inh: 6; ZTA counter: -3; PAD4 FP inh: 3; PAFAH2 FP inh: -1; LYPLA2 inh: 3; PREPL inh: -3

Results for CC1CC(C)CN(C(=O)COc2ccc(-c3nnco3)cc2)C1 (stereo not drawn) ?
GSTO1 counter: -5; LYPLA1 inh: 2; EBNA-1 inh: 0; PAFAH1B3 inh: 3; ZTA counter: -11; PAD4 FP inh: -3; PAFAH2 FP inh: -4; LYPLA2 inh: 11; PREPL inh: -2

How did O=C(CN(c1ccc(F)cc1)S(=O)(=O)c1ccccc1)NCc1ccco1 do in these assays?
GSTO1 counter: 13; LYPLA1 inh: -1; EBNA-1 inh: -6; PAFAH1B3 inh: 0; ZTA counter: 4; PAD4 FP inh: 5; PAFAH2 FP inh: 4; LYPLA2 inh: 6; PREPL inh: -12

How did Cc1cc(OCC(=O)O)c2cccc(C)c2n1 do in these assays?
GSTO1 counter: 1; LYPLA1 inh: 0; EBNA-1 inh: -4; PAFAH1B3 inh: 7; ZTA counter: -1; PAD4 FP inh: -2; PAFAH2 FP inh: -3; LYPLA2 inh: 3; PREPL inh: -6

What do the screens show for `CCOC(=O)c1[nH]c(C)c(C(=O)NCCCOC(C)C)c1C`?
GSTO1 counter: 0; LYPLA1 inh: 2; EBNA-1 inh: 12; PAFAH1B3 inh: 3; ZTA counter: -8; PAD4 FP inh: -1; PAFAH2 FP inh: -5; LYPLA2 inh: 0; PREPL inh: -4

Results for CCOc1ccc2ccccc2c1/C=N/NC(=O)CNC(=O)C(c1ccccc1)c1ccccc1 ?
GSTO1 counter: -3; LYPLA1 inh: -16; EBNA-1 inh: 19; PAFAH1B3 inh: -4; ZTA counter: 3; PAD4 FP inh: -1; PAFAH2 FP inh: -16; LYPLA2 inh: -18; PREPL inh: 15

What do the screens show for `Cc1ccc(NC(=O)NCCCN2CCCC2=O)cc1Cl`?
GSTO1 counter: 3; LYPLA1 inh: -2; EBNA-1 inh: -4; PAFAH1B3 inh: -3; ZTA counter: -3; PAD4 FP inh: -2; PAFAH2 FP inh: 2; LYPLA2 inh: 7; PREPL inh: -1

How did CCCN(CCC)c1nc(N)c(C#N)c(CC#N)c1C#N do in these assays?
GSTO1 counter: -3; LYPLA1 inh: -3; EBNA-1 inh: -4; PAFAH1B3 inh: 4; ZTA counter: 1; PAD4 FP inh: 0; PAFAH2 FP inh: 4; LYPLA2 inh: 21; PREPL inh: 13

What do the screens show for `Cn1nc(C(=O)NC2CCC(O)CC2)c2ccccc2c1=O` (stereo not drawn)?
LYPLA1 inh: -2; PAFAH1B3 inh: 8; ZTA counter: 5; PAD4 FP inh: 1; PAFAH2 FP inh: -4; LYPLA2 inh: -2; PREPL inh: 2

What do the screens show for `COc1ccc2nc3ccccc3nc2c1NC(=O)c1ccc(Cl)cc1Cl`?
GSTO1 counter: -3; LYPLA1 inh: 3; EBNA-1 inh: -4; PAFAH1B3 inh: -6; ZTA counter: 2; PAD4 FP inh: -3; PAFAH2 FP inh: -9; LYPLA2 inh: 3; PREPL inh: -1

What do the screens show for `O=C(C[n+]1ccc(-c2nnc3n2CCC3)cc1)c1ccc(Cl)cc1`?
GSTO1 counter: -2; LYPLA1 inh: -5; EBNA-1 inh: 5; PAFAH1B3 inh: 3; ZTA counter: 1; PAD4 FP inh: -1; PAFAH2 FP inh: 2; LYPLA2 inh: -12; PREPL inh: 39

How did COc1ccc(S(=O)(=O)N2CCN(c3ccc4nnc(-c5ccccc5)n4n3)CC2)cc1 do in these assays?
GSTO1 counter: 8; LYPLA1 inh: -7; EBNA-1 inh: -10; PAFAH1B3 inh: 1; ZTA counter: -1; PAD4 FP inh: 0; PAFAH2 FP inh: 2; LYPLA2 inh: -9; PREPL inh: -2

What do the screens show for `COc1ccc2c(c1OC)C(=O)OC2Nc1nc2ccccc2s1` (stereo not drawn)?
GSTO1 counter: -4; LYPLA1 inh: -2; EBNA-1 inh: -17; PAFAH1B3 inh: 8; ZTA counter: -1; PAD4 FP inh: -3; PAFAH2 FP inh: -2; LYPLA2 inh: -2; PREPL inh: -8

What do the screens show for `Cc1cccc(OCC(=O)N/N=C/c2cc([N+](=O)[O-])ccc2N2CCOCC2)c1`?
GSTO1 counter: 0; LYPLA1 inh: -1; EBNA-1 inh: 1; PAFAH1B3 inh: 1; ZTA counter: -17; PAD4 FP inh: 1; PAFAH2 FP inh: 8; LYPLA2 inh: -1; PREPL inh: 3

Results for O=C(CCCc1cccs1)Nc1nccs1 ?
GSTO1 counter: -3; LYPLA1 inh: -3; EBNA-1 inh: -8; PAFAH1B3 inh: 0; ZTA counter: 1; PAD4 FP inh: -6; PAFAH2 FP inh: 2; LYPLA2 inh: 7; PREPL inh: 11

What do the screens show for `Cc1ccccc1-c1noc(CCC(=O)NCC2CCCO2)n1` (stereo not drawn)?
GSTO1 counter: 4; LYPLA1 inh: 2; EBNA-1 inh: -5; PAFAH1B3 inh: 3; ZTA counter: -1; PAD4 FP inh: 0; PAFAH2 FP inh: -1; LYPLA2 inh: 4; PREPL inh: 13

Results for CCN(CC)CCNC(=O)COc1ccc(OC)cc1 ?
GSTO1 counter: 3&4; LYPLA1 inh: 2&-4; EBNA-1 inh: -7&6; PAFAH1B3 inh: -4&5; ZTA counter: 0&-15; PAD4 FP inh: 0&-4; PAFAH2 FP inh: 1&4; LYPLA2 inh: 3&-1; PREPL inh: -8&5

How did CCc1c(C)nc2cc(-c3ccccc3)[nH]n2c1=O do in these assays?
GSTO1 counter: -10; LYPLA1 inh: 4; EBNA-1 inh: 7; PAFAH1B3 inh: -1; ZTA counter: 2; PAD4 FP inh: -7; PAFAH2 FP inh: -2; LYPLA2 inh: 5; PREPL inh: -2

What do the screens show for `Cc1cc(C)n(-c2nc(NCCO)c3c4c(sc3n2)CCCC4)n1`?
GSTO1 counter: -10; LYPLA1 inh: -2; EBNA-1 inh: 0; PAFAH1B3 inh: 2; ZTA counter: -2; PAD4 FP inh: 3; PAFAH2 FP inh: -3; LYPLA2 inh: -15; PREPL inh: 37

How did CS(=O)(=O)c1cccc(C(=O)Nc2nnc(C3=COCCO3)o2)c1 do in these assays?
GSTO1 counter: 18; LYPLA1 inh: 2; EBNA-1 inh: 2; PAFAH1B3 inh: 8; ZTA counter: 4; PAD4 FP inh: 4; PAFAH2 FP inh: -3; LYPLA2 inh: -5; PREPL inh: -1

What do the screens show for `C=CCNC(=O)COc1cc(C)ccc1C`?
GSTO1 counter: 0; LYPLA1 inh: 4; EBNA-1 inh: -4; PAFAH1B3 inh: -2; ZTA counter: -13; PAD4 FP inh: -3; PAFAH2 FP inh: -2; LYPLA2 inh: -1; PREPL inh: -1

How did Cc1ccccc1-n1c(SCC(=O)c2c(N)n(C)c(=O)n(C)c2=O)nc2sc3c(c2c1=O)CCCC3 do in these assays?
GSTO1 counter: -11; LYPLA1 inh: -8; EBNA-1 inh: 11; PAFAH1B3 inh: -22; ZTA counter: 7; PAD4 FP inh: 1; PAFAH2 FP inh: -34; LYPLA2 inh: -15; PREPL inh: 0

What do the screens show for `CC(C)Cn1c(SCC(=O)N2CCCCC2)nc2ccccc2c1=O`?
GSTO1 counter: -3; LYPLA1 inh: -2; EBNA-1 inh: -15; PAFAH1B3 inh: 6; ZTA counter: -2; PAD4 FP inh: -3; PAFAH2 FP inh: -1; LYPLA2 inh: 5; PREPL inh: 8

Results for CC(=O)c1cccc(N=C2NC(=O)CS2)c1 ?
GSTO1 counter: 9; LYPLA1 inh: 0; EBNA-1 inh: -13; PAFAH1B3 inh: -4; ZTA counter: 0; PAD4 FP inh: -10; PAFAH2 FP inh: -8; LYPLA2 inh: 3; PREPL inh: -7

How did COc1ccc(/C=C/C(=O)O)cc1S(=O)(=O)NCc1ccco1 do in these assays?
GSTO1 counter: -8; LYPLA1 inh: -2; EBNA-1 inh: 7; PAFAH1B3 inh: 3; ZTA counter: -1; PAD4 FP inh: -4; PAFAH2 FP inh: -1; LYPLA2 inh: -4; PREPL inh: -3

How did COc1ccccc1C(=O)C1CCCN(C(=O)c2ccc(C(C)=O)s2)C1 (stereo not drawn) do in these assays?
GSTO1 counter: 4; LYPLA1 inh: 1; EBNA-1 inh: 5; PAFAH1B3 inh: 2; ZTA counter: 13; PAD4 FP inh: -1; PAFAH2 FP inh: 1; LYPLA2 inh: 1; PREPL inh: 1

Results for CCOC(=O)c1c(C)[nH]c(C)c1S(=O)(=O)NC(CC)CN1CCOCC1 (stereo not drawn) ?
GSTO1 counter: -5; LYPLA1 inh: -1; EBNA-1 inh: 2; PAFAH1B3 inh: 4; ZTA counter: -6; PAD4 FP inh: 4; PAFAH2 FP inh: -2; LYPLA2 inh: -1; PREPL inh: 3

What do the screens show for `COc1ccc(N2CCN(C(CNS(=O)(=O)c3ccc4c(c3)OCCO4)c3ccco3)CC2)cc1` (stereo not drawn)?
GSTO1 counter: 7; LYPLA1 inh: 4; EBNA-1 inh: 13; PAFAH1B3 inh: 2; ZTA counter: -4; PAD4 FP inh: 0; PAFAH2 FP inh: 2; LYPLA2 inh: 9; PREPL inh: 8

This is a subset; the hit share may differ from the screen's.
